From PubChem BioAssay
GDH-TPI counter: counter-screen for M. tuberculosis FBA inhibitors: GDH-TPI coupled enzymes; GDH-TPI coupled enzyme counterscreen, NADH absorbance; inhibition, % at 4.8 µM; 360,000 tested, 1.2% active;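 further: 0% = DMSO wells and 100% = wells lacking the enzyme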
Mtb UGM inh: Mtb UDP-galactopyranose mutase inhibition; purified UGM, fluorescence polarization probe displacement; inhibition, % at 10 µM; 320,000 tested, 0.06% active; AID 504406; in the data active means inhibition above about 10%, passing the limit was not always enough; inconclusive means no clear call, values can overlap the other calls
CCHFV vOTU inh: CCHFV vOTU protease inhibition; Pep-AMC fluorescence; inhibition, % at 11.5 µM; 370,000 tested, 0.55% active; further: 0% = vehicle wells with enzyme and 100% = no enzyme wells
FadD28 binding: M. tuberculosis FadD28 bisubstrate binding inhibition | FadD28 bisubstrate probe binding, fluorescence polarization | inhibition, % at 12.5 µM | 360,000 tested, 0.22% active; in the data active means inhibition above about 8.5%, passing the limit was not always enough; inconclusive means no clear call, values can overlap the other calls
BoNT F protease: BoNT F light chain protease inhibition; Multiplex microsphere protease cleavage assay, flow cytometry; inhibition, % at 10 µM; 360,000 tested, 0.22% active; in the data active means inhibition above about 35%, passing the limit was not always enough; inconclusive means no clear call, values can overlap the other calls; further: plate controls were buffer without enzyme for full effect and enzyme alone for no effect
Mtb BioA inh: inhibitors of Mycobacterium tuberculosis BioA enzyme. purified M. tuberculosis BioA enzyme, plate reader. inhibition, % at 9.99 µM. 360,000 tested, 0.096% active. AID 602481; in the data active means inhibition above about 40%; inconclusive means no clear call, values can overlap the other calls
VHR inh abs: DUSP3 (human) phosphatase inhibition. P51452. recombinant VHR phosphatase, pNPP absorbance. inhibition, % at 13.3 µM. 290,000 tested, 0.52% active. AID 1654; in the data active means inhibition above about 50%; further: some compounds called inactive have numbers as strong as hits
Target sequence (P51452 whole entry, looked up): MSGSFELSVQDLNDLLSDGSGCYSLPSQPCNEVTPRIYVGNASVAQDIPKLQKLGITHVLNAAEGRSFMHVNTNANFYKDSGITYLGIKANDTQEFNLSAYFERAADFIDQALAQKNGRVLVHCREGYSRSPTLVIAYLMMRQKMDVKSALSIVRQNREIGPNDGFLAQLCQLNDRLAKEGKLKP
Rv3671c protease: inhibitors of M. tuberculosis serine protease Rv3671c; P9WHR9; inhibition, % at 5.96 µM; 320,000 tested, 0.048% active; AID 2606; in the data active means inhibition above about 38%;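 further: extracellular domain of Rv3671c used as enzyme; 0% = enzyme with DMSO and 100% = no enzyme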
Mtb FBA inh: Mtb fructose-bisphosphate aldolase inhibition; P9WQA3; purified M. tuberculosis FBA, fluorescence read-out; inhibition, % at 1 µM; 360,000 tested, 2.3% active; in the data active means inhibition above about 27%;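 further: 0% = vehicle and 100% = reference inhibitor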
Target sequence (P9WQA3 whole entry, looked up): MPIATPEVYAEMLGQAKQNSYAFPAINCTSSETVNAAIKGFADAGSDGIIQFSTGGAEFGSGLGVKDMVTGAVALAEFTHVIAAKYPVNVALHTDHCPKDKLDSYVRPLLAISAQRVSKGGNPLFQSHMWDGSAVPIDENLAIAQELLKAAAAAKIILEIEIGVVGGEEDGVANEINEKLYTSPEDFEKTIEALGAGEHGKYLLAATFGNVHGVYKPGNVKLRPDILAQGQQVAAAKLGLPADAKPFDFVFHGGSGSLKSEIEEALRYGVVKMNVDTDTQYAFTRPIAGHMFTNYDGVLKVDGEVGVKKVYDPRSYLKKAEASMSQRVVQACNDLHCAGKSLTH
MazF activator: activators of E. coli MazEF toxin-antitoxin RNase; 350,000 tested, 0.32% active; FAM/BHQ RNA-DNA oligo cleavage fluorescence, 5 h; P0AE70; activation, % at 20 µM; in the data active means activation above about 50%
Target sequence (P0AE70 whole entry, looked up): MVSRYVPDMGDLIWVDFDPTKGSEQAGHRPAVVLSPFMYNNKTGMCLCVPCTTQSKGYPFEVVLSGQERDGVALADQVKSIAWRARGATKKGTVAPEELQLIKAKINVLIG
* = called active by the depositor; ? = inconclusive; . = not tested or not shown. Unless noted, no stated cut-off is given here; in the data, active means inhibition above about 30%; inactive means the rest.

Results follow in this order: GDH-TPI counter	Mtb UGM inh	CCHFV vOTU inh	FadD28 binding	BoNT F protease	Mtb BioA inh	VHR inh abs	Rv3671c protease	Mtb FBA inh	MazF activator
1: CCCC(=O)Nc1c2c(nn1-c1ccc(C)cc1)CS(=O)(=O)C2
    2	3.0	1	1.5	-2	5.3	-16	8	0	2
2: Cn1c(=N)c(S(=O)(=O)c2ccccc2)cc2c(=O)n3ccccc3nc21
    -1	0.7	-16	-3.4	?	-1.5	21	-4	60*	2
3: COc1ccc(C2C3=C(CC(C)(C)CC3=O)Nc3c2c(=O)[nH]c2nc(C)nn32)cc1 (stereo not given)
    13	-0.2	-1	-2.8	1	-1.2	32	2	1	1
4: Fc1ccc(/C=N/N2CCOCC2)c(F)c1
    6	1.4	-3	-0.4	3	.	12	-3	4	6
5: CCCOc1cccc(C(=O)O)c1
    1	-0.3	6	0.9	12	-1.7	0	1	-3	5
6: Cc1ccc(C(=O)NCC(=O)OCC(=O)c2ccc(Br)s2)cc1
    13	1.4	-12	0.3	.	-1.8	.	6	-3	0
7: Cc1c(C(=O)Nc2ccc3nc(N4CCOCC4)sc3c2)oc2ccccc12
    25	-0.7	-10	-0.8	3	0.3	.	4	-1	17
8: COC(=O)c1onc(C(=O)c2ccccc2)c1C(=O)OC
    -12	0.4	-9	-2.4	-12	-0.2	2	9	2	3
9: Cn1c2c(c(=O)[nH]c1=O)C(c1ccc(O)cc1)C1=C(N2)c2ccccc2C1=O (stereo not given)
    8	-1.9	10	0.2	0	4.1	6	5	-6	8
10: O=C(NC1CC2CCCC(C1)N2C(=S)Nc1ccc(Cl)cc1)C1CC1 (stereo not given)
    -11	3.5	10	.	0	2.1	27	-3	0	10
11: CCOc1ccc(-c2ccc3nnc(SCC(=O)NCC4CCCO4)n3n2)cc1 (stereo not given)
    17	-1.2	-12	-4.2	.	1.0	.	1	5	2
12: NCCCC[C@H]1CN=C(N)N1CC1CCCCC1
    -10	-3.6	1	-2.1	0	0.9	.	-6	1	8
13: O=[N+]([O-])c1cccc(CP(=O)(c2ccccc2)c2ccccc2)c1
    13	-2.2	-3	-3.7	-8	-0.3	.	-5	-1	-7
14: COc1ccc(/C(C#N)=C/c2cccnc2)cc1
    12	.	-18	-1.3	-8	7.8	23	.	25	.
15: CC(=O)c1ccc(OCC(=O)N2CCN(S(=O)(=O)c3ccc(C)cc3C)CC2)cc1
    5	-4.9	-9	-4.9	-3	5.1	37	-3	1	-3
16: Cc1c(Cl)ccc(S(=O)(=O)NCCCn2ccnc2)c1Cl
    9	-4.8	-17	-1.4	-19	-1.3	-4	3	1	-3
17: CC(=O)N1CCN(C(=O)CCc2nnc(CCCCc3ccccc3)o2)CC1
    0	0.3	1	-1.1	3	1.5	1	9	-1	5
18: O=C(CSc1ccc(Cl)cc1)N/N=C/c1cccnc1
    9	1.9	-3	-2.5	-2	.	12	-3	4	-3
19: Cc1cccc(-n2c(C)nc3cc(C(=O)N4CCOCC4)ccc32)c1
    11	0.1	1	1.3	-4	-0.1	2	-11	-1	3
20: O=C(Nc1ccc2ccccc2c1)c1cc(F)c(F)cc1Cl
    -3	-1.2	-7	0.6	?	0.7	11	-9	1	23
21: CC(=O)N/C(=C\c1ccc(C)o1)C(=O)NCc1ccccc1
    13	-0.5	4	2.5	?	-0.3	-10	-4	1	5
22: O=C(CSc1nnc(-c2ccccc2F)o1)NC(=O)Cc1ccccc1
    9	-1.6	5	-0.8	-11	-0.6	.	-3	-2	-7
23: Cc1ccccc1Nc1nnc(SCc2cc([N+](=O)[O-])cc3c2OCOC3)s1
    14	1.8	.	-4.8	-14	.	14	-17	0	3
24: Cc1sc2c(=O)n3c(nc2c1C(=O)NC1CCCCC1)CCCCC3
    12	0.6	8	-1.4	-2	1.9	8	-3	1	0
25: O=C(CN1C(=O)COc2ccccc21)NCCC1=CCCCC1
    2	1.0	-9	-0.7	-8	-1.5	12	2	3	-5
26: O=C(Nc1cccc2ccccc12)ON=C1CCCCC1
    -4	.	-27	-3.9	-5	-0.4	.	.	116*	2
27: Cc1cccc(C(=O)OCC(=O)Nc2sc3c(c2C#N)CCC3)c1
    0	-1.3	0	-0.6	-1	0.9	1	-4	1	-5
28: C[n+]1cccc(C(=O)O)c1
    -7	.	8	-2.7	-8	-1.7	.	.	-2	-19
29: OC1C2CN3CN(C2)CC1(c1ccccc1)C3 (stereo not given)
    13	.	3	-2.5	-8	-0.8	16	.	4	2
30: O=C(COc1ccc2c3c(c(=O)oc2c1)CCC3)NCCCN1CCOCC1
    12	0.9	4	-1.2	-2	0.4	10	-2	15	11

Sorted by molar mass (descending): 13 of the compounds above.
Results follow in this order: GDH-TPI counter	Mtb UGM inh	CCHFV vOTU inh	FadD28 binding	BoNT F protease	Mtb BioA inh	VHR inh abs	Rv3671c protease	Mtb FBA inh	MazF activator
30: O=C(COc1ccc2c3c(c(=O)oc2c1)CCC3)NCCCN1CCOCC1
    12	0.9	4	-1.2	-2	0.4	10	-2	15	11
10: O=C(NC1CC2CCCC(C1)N2C(=S)Nc1ccc(Cl)cc1)C1CC1 (stereo not given)
    -11	3.5	10	.	0	2.1	27	-3	0	10
22: O=C(CSc1nnc(-c2ccccc2F)o1)NC(=O)Cc1ccccc1
    9	-1.6	5	-0.8	-11	-0.6	.	-3	-2	-7
2: Cn1c(=N)c(S(=O)(=O)c2ccccc2)cc2c(=O)n3ccccc3nc21
    -1	0.7	-16	-3.4	?	-1.5	21	-4	60*	2
27: Cc1cccc(C(=O)OCC(=O)Nc2sc3c(c2C#N)CCC3)c1
    0	-1.3	0	-0.6	-1	0.9	1	-4	1	-5
20: O=C(Nc1ccc2ccccc2c1)c1cc(F)c(F)cc1Cl
    -3	-1.2	-7	0.6	?	0.7	11	-9	1	23
25: O=C(CN1C(=O)COc2ccccc21)NCCC1=CCCCC1
    2	1.0	-9	-0.7	-8	-1.5	12	2	3	-5
8: COC(=O)c1onc(C(=O)c2ccccc2)c1C(=O)OC
    -12	0.4	-9	-2.4	-12	-0.2	2	9	2	3
14: COc1ccc(/C(C#N)=C/c2cccnc2)cc1
    12	.	-18	-1.3	-8	7.8	23	.	25	.
29: OC1C2CN3CN(C2)CC1(c1ccccc1)C3 (stereo not given)
    13	.	3	-2.5	-8	-0.8	16	.	4	2
4: Fc1ccc(/C=N/N2CCOCC2)c(F)c1
    6	1.4	-3	-0.4	3	.	12	-3	4	6
5: CCCOc1cccc(C(=O)O)c1
    1	-0.3	6	0.9	12	-1.7	0	1	-3	5
28: C[n+]1cccc(C(=O)O)c1
    -7	.	8	-2.7	-8	-1.7	.	.	-2	-19

Profiles from above. Values in the order: GDH-TPI counter	Mtb UGM inh	CCHFV vOTU inh	FadD28 binding	BoNT F protease	Mtb BioA inh	VHR inh abs	Rv3671c protease	Mtb FBA inh	MazF activator
Shown for Cn1c2c(c(=O)[nH]c1=O)C(c1ccc(O)cc1)C1=C(N2)c2ccccc2C1=O (stereo not given) → 8	-1.9	10	0.2	0	4.1	6	5	-6	8
Shown for O=C(Nc1ccc2ccccc2c1)c1cc(F)c(F)cc1Cl → -3	-1.2	-7	0.6	?	0.7	11	-9	1	23

Further results.
Results follow in this order: GDH-TPI counter	Mtb UGM inh	CCHFV vOTU inh	FadD28 binding	BoNT F protease	Mtb BioA inh	VHR inh abs	Rv3671c protease	Mtb FBA inh	MazF activator
31: c1ccc(-c2nc(N3CCN(c4ccccc4)CC3)nc(-n3ccnc3)n2)cc1
    -3	-0.9	0	-8.4	0	1.2	26	-2	0	-3
32: COC(=O)C1=CO[C@@H](O[C@@H]2O[C@H](CO)[C@@H](O)[C@H](O)[C@H]2O)[C@H]2[C@@H]1C(=O)C[C@@H]2C
    1	3.1	-2	-1.2	-4	-1.0	.	-4	-2	-2
33: CCCCOc1ccc(C(=O)NN2CCN(C)CC2)cc1
    -7	0.2	7	-0.4	3	.	-12	-7	0	1
34: C/C=C(\C)CN1CCC(Oc2cccc(C(=O)NCc3ccccn3)c2)CC1
    -6	2.3	14	0.3	-2	1.1	27	-1	-1	-2
35: COc1cc(-c2nnc(SCC(=O)N3c4ccccc4Sc4ccccc43)o2)cc(OC)c1OC
    11	-2.6	1	-4.7	4	0.7	27	2	-1	-5
36: CCc1nc(N2CCN(CC(=O)NCC3CCCO3)CC2)c(C#N)c2c1COC(C)(C)C2 (stereo not given)
    5	-0.9	11	-0.3	.	0.2	-15	-4	9	0
37: O=C1CN(C(=O)CSc2nnc(Nc3ccccc3)s2)c2ccccc2N1
    19	-1.3	4	-2.7	8	-1.9	5	-7	1	-10
38: CC12CCCCC1N(O)CN2O (stereo not given)
    2	3.8	10	0.1	1	0.5	25	1	-6	3
39: CC(C)CNc1nc(=S)nc(N(C)C)[nH]1
    -6	1.6	8	-1.4	-8	-3.5	-4	-3	0	3
40: CC(=NNC(=O)c1cccc(S(=O)(=O)N2CCOCC2)c1)c1ccccc1
    6	4.7	3	0.3	-5	1.1	.	-5	6	-2
41: Cc1cc(C)c(C(O)c2ncc(-c3ccccc3C)[nH]2)c(C)c1 (stereo not given)
    7	.	-2	-2.7	-4	0.6	.	.	0	.
42: CC1(C)N([O-])C(c2cccs2)=C[N+]1=O
    -6	-1.7	-1	1.5	4	4.8	10	3	6	-4
43: O=S(=O)(c1ccccc1)N1CCN(CC2CC3C=CC2C3)CC1 (stereo not given)
    1	1.0	16	-5.0	4	.	31	-8	1	2
44: Cc1cc(=O)oc2cc(OCCCN3C(=O)c4ccccc4C3=O)ccc12
    13	2.6	-3	-3.8	-5	-0.1	28	-14	1	-5
45: CCN(CC)CCOc1c(C)cccc1Cl
    0	1.4	0	-2.3	-2	0.5	-6	2	1	8
46: CCCc1cc(=O)oc2cc(C)cc(OCC(=O)NCCCN3CCOCC3)c12
    7	1.1	-6	-0.6	-3	1.1	3	1	73*	16
47: COc1ccc(-n2nnnc2SCC(=O)NC(=O)Nc2ccc3c(c2)OCCO3)cc1
    -8	-1.0	-1	-3.7	-1	-0.1	-17	-14	-3	3
48: CC(NC(=O)C(=O)NN=C1CCCCCCCCCCC1)c1ccccc1 (stereo not given)
    2	-2.6	20	-3.4	10	0.5	-1	2	2	0
49: NC(CCc1ccccc1)c1csc(Nc2ccc(C(F)(F)F)cn2)n1 (stereo not given)
    8	.	6	-6.7	-18	1.7	.	.	0	.

Random draw from the library; overall some 4.9% were active at least once.
